# C2C12 statin: protects C2C12 myotubes from simvastatin toxicity; ATP luminescence, 48 h; scaled: DMSO 0, geranylgeraniol control 100; rescue of ATP level, % at 7.49 µM; AID 602340; 330,000 tested, 0.78% active;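 active = mean ATP rescue above about 67%, or every replicate alone reaching that limit, limit read from the data, passing the limit was not always enough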;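 also: myotubes were challenged with 10 µM simvastatin during compound exposure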
# PGC1a acetyl inh: modulators of PGC1a acetylation | 350,000 tested, 0.17% active | AID 651687 | U2OS PGC1a acetylation, AlphaScreen anti-acetyl-lysine; with virally co-expressed GCN5 acetyltransferase | inhibition, % at 15.6 µM;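 active = every replicate shows inhibition of at least 40%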;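 also: 0% = neutral control wells and 100% = positive control wells; some results beyond the cut were filed as inactive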
# ERAP1 inh: blocks human ERAP1 aminopeptidase activity; 340,000 tested, 0.15% active; inhibition, % at 10.7 µM; AID 652197; recombinant ERAP1, Leu-AMC fluorescence, 60 min; Q9NZ08;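 active = mean replicate inhibition of at least 30%, or all replicates individually reaching that 30% level; inactive = mean below 30% and not every replicate reaching it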;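 also: 0% = neutral control wells and 100% = L-leucinethiol positive control wells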
# Xi reactivation: activators of X-chromosome reactivation in mouse fibroblasts. XiGFP mouse fibroblasts, % GFP-positive cells imaging, 3 d; cells co-treated with 5-aza-dC sensitizer; scaled so ellipticine positive control = 100%. activation, % at 7.58 µM. 360,000 tested, 0.055% active. AID 743238;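 active = mean normalized replicate activation at least 10% and every replicate at or above 10%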;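 also: 0% = median of on-plate neutral control wells and 100% = ellipticine 6 µM median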
#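 Material: SV40-immortalized XiGFP fibroblast cells, line 68-5-11 | Buffer or medium: DMEM containing 5-aza-dC | Dosing: One concentration, pinned | Times: 3 d treatment, 15 min room-temperature fixation | Controls: Ellipticine 6 µM positive control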
# SIRT5 inh: inhibitors of human sirtuin-5 desuccinylase | Purified SirT5, succinyl-peptide AMC, trypsin-coupled fluorescence | 330,000 tested, 1.1% active | AID 652115 | inhibition, % at 15 µM; in the data active = inhibition above about 15%
# Target sequence (Q9NXA8 whole entry, looked up): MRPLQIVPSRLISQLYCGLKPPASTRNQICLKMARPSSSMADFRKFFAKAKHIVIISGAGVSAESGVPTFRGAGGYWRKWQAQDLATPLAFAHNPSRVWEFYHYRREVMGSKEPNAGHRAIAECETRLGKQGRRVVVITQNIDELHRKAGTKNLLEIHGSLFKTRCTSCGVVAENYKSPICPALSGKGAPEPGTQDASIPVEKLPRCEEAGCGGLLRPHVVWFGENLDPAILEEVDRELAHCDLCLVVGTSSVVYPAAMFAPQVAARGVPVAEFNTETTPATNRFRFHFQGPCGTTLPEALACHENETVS
# Cneo AK release: causes C. neoformans cell lysis | adenylate kinase release luminescence, 4 h; normalised: neutral wells 0, clomiphene wells 100 | lysis activity, % at 15 µM | 360,000 tested, 0.2% active | AID 651654;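 active = mean lysis activity across replicates of at least 80%, whatever share of replicates individually reach that level; inactive = mean lysis activity below 80%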
#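 Assay system: C. neoformans cells. Amount: yeast cell density of 5 × 10^6 cells/mL. Technique: AK luminescence. Buffer or medium: YPD. Times: static 4 h at 37 °C with compound, 1 h detection. Dosing: single-point compound dose. Read-out: lysis from increased AK signal.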
# LGR2 antag: inhibitors of bursicon-induced Drosophila LGR2 receptor cAMP signaling. HEK293 LGR2, CRE-luciferase, bursicon-stimulated, 4 h. inhibition, % at 9.99 µM. 380,000 tested, 0.35% active. AID 720647;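 active = drop in luminescence signal, shown as inhibition above about 50% in the replicate tests, limit read from the data, passing the limit was not always enough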;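 also: agonist challenge used bursicon conditioned medium at about half maximal strength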
# S100A4 MyoIIA: inhibitors of human S100A4 binding to myosin IIA peptide. P26447. S100A4/TAMRA-MyoIIA peptide fluorescence polarization. inhibition, % at 10.7 µM. 360,000 tested, 0.14% active. AID 652163;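 active = mean inhibition of at least 70% across replicates, with every replicate also reaching that level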
# Target sequence (P26447 whole entry, looked up): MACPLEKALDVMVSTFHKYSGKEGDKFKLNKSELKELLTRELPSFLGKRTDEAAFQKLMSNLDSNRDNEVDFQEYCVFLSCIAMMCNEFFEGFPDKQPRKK
#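 assay system = human S100A4 monomer with TAMRA-labelled myosin IIA peptide | also added = labelled myosin peptide probe, 5 nM | incubation = 5 min between mix addition and reading | control set = DMSO and TFP controls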
# Active calls of the source: *; x = no result given. Some of the compounds tested. The share of hits here may be higher or lower than overall.
SMILES,C2C12 statin,PGC1a acetyl inh,ERAP1 inh,Xi reactivation,SIRT5 inh,Cneo AK release,LGR2 antag,S100A4 MyoIIA
COc1ccc(OCC(=O)NC2CCCc3ccccc32)cc1 (configuration not stated),6,x,2,0.2,x,x,-14,-1
COCCN(C(=S)Nc1cc(C)cc(C)c1)C(C)c1cccs1 (configuration not stated),x,x,-3,0.0,-3,x,-7,0
COc1ccc(N(CC(=O)Nc2ccc(C)cc2)S(=O)(=O)c2c(C)noc2C)cc1,12,0,0,0.0,-1,0,1,1
CN(CC(=O)Nc1ccccc1Br)C(=O)c1cccc([N+](=O)[O-])c1,-1,x,-1,0.0,4,5,-6,-1
COc1ccccc1NS(=O)(=O)c1cc(NC(=O)CCc2nc3ccccc3c(=O)[nH]2)ccc1C,2,x,0,0.3,3,1,9,19
C[C@H]1CN([C@@H](C)CO)S(=O)(=O)c2ccc(C3=CCCCC3)cc2O[C@@H]1CN(C)C(=O)C1CC1,-9,-13,-3,0.1,1,0,11,0
Cc1ccc(C(=O)OCC(=O)N2C(C)CCCC2C)cc1S(=O)(=O)N1CCOCC1 (configuration not stated),5,-11,3,0.0,6,x,-9,14
COc1ccc(S(=O)(=O)Cc2ccc(C(=O)N3CCN(C(=O)c4ccco4)CC3)o2)cc1,-3,7,x,0.0,x,1,5,-3
Cc1cc(-c2ccc(C)c(S(=O)(=O)NCC3CCN(Cc4cccc(F)c4)CC3)c2)on1,-15,-19,1,0.0,1,53,8,1
CC(=O)N(C)C[C@@H]1Oc2ncc(-c3ccc(C)cc3)cc2C(=O)N([C@H](C)CO)C[C@@H]1C,2,-2,2,-0.9,-3,-7,-27,3
CCOC(=O)N/N=C\c1cccc(OC)c1OC/C=C/c1ccccc1,-14,x,-2,0.2,-3,-5,-1,2
CC(=O)N(C)C[C@@H]1OCc2ccccc2-c2c(n(C)c3ccccc23)C(=O)N([C@H](C)CO)C[C@H]1C,40,5,0,0.0,-2,-2,-6,13
Cc1c(-c2ccc(/C=N/NC(=O)C(=O)Nc3ccccc3F)o2)cccc1[N+](=O)[O-],x,1,0,0.0,-3,-1,-4,3
C[C@H](CO)N1C[C@H](C)[C@H](CN(C)C(=O)c2ccc3c(c2)OCO3)Oc2ncc(C#Cc3ccccc3F)cc2C1=O,2,6,-1,-1.1,5,-5,18,-6
O=C(NCCc1ccccc1)c1ccccc1F,x,x,-2,0.1,-1,x,-26,-3
Cc1ccc(NC(=O)CCC(=O)N/N=C/c2ccc(O)cc2O)cc1,-11,x,1,0.1,-3,4,10,-11
C=C(C)CSc1nc2sc3c(c2c(=O)n1-c1ccc(C)cc1)CCN(C)C3,-20,4,0,0.0,-8,10,2,-5
CCOC(=O)N1CCN(CC(O)c2c[nH]c3ccc(OC)cc23)CC1 (configuration not stated),0,-10,2,0.3,-5,-2,-17,-44
C[C@@H]1CN([C@@H](C)CO)C(=O)c2cccc(NC(=O)Nc3ccc(F)cc3)c2O[C@@H]1CN(C)C(=O)Nc1ccc(C(F)(F)F)cc1,-64,5,3,0.3,3,3,-10,2
CC1=C(C(=O)OC(C)C)C(c2cccs2)n2ncnc2N1 (configuration not stated),-8,-5,4,-0.2,1,-1,-9,-1
COc1ccc2c3c(n(C)c2c1)[C@H](CO)N(C(=O)c1ccccc1)CC31CCN(CC2CC2)CC1,x,6,-2,0.4,x,x,9,-3
COc1ccc(C#Cc2cnc3c(c2)C(=O)N([C@@H](C)CO)C[C@H](C)[C@H](CN(C)C(=O)Nc2cccc(OC)c2)O3)cc1,33,2,x,0.5,x,x,-5,x
CCN1C[C@@H]2[C@@H]3C(=O)N(Cc4ccccc4)C(=O)[C@@H]3[C@](CC)(C(=O)OC)N2C1=NCc1ccccc1,10,-1,-1,-0.1,-2,11,-2,-1
OC(CNCC(c1ccc(Cl)cc1Cl)c1c[nH]c2ccccc12)c1ccccc1 (configuration not stated),-14,-1,-3,0.0,-2,7,102*,-3
O=[N+]([O-])c1nn(-c2ccc(Cl)cc2)n(O)c1=NCc1ccccc1,11,7,0,-0.1,1,-2,-24,2
C[C@@H]1CN([C@@H](C)CO)C(=O)c2c(c3ccccc3n2C)-c2ccccc2CO[C@H]1CN(C)S(=O)(=O)c1cn(C)cn1,x,-3,-6,0.2,-2,0,-5,9
C[C@H](CO)N1C[C@H](C)[C@@H](CN(C)C(=O)c2ccc3c(c2)OCO3)Oc2ncc(/C=C/c3ccccc3)cc2C1=O,10,2,-4,0.8,-2,4,19,-14
C[C@@H]1ON(C)[C@H]2C[C@H]3c4cc(Nc5ccccc5)ccc4CCN3C[C@@H]12,x,x,-1,0.7,2,x,7,14
Cc1coc2cc3oc(=O)c(CC(=O)N(C)CC(=O)O)c(C)c3cc12,-2,5,-2,0.2,1,-1,18,-2
COc1ccc(NC(=O)Nc2ccc3c(c2)CC(=O)N([C@H](C)CO)C[C@@H](C)[C@H](CN(C)Cc2ccc(C(=O)O)cc2)O3)cc1,1,10,0,0.0,-1,0,4,4
CO[C@H]1CN(C)C(=O)c2cc(NS(C)(=O)=O)ccc2OC[C@H](C)NC[C@H]1C,x,-4,-1,0.1,-1,x,-19,-2
COc1ccc(NC(=O)Nc2ccc3c(c2)CCC3)cc1,-12,x,-3,0.0,-5,1,-50,-2
COc1ccc(S(=O)(=O)N(C)C[C@H]2Oc3ccc(NC(=O)CCCN(C)C)cc3C(=O)N([C@@H](C)CO)C[C@H]2C)cc1,-8,2,1,0.4,-1,5,17,13
COc1cc(/C=N/NC(=O)Nc2ccccc2)ccc1OC(C)=O,x,x,-3,0.0,-2,x,-72,0
c1ccc(C2CC(c3cccs3)=NN2c2ccccc2)cc1 (configuration not stated),x,-2,x,-0.2,0,-1,-7,-8
Cc1cccc(S(=O)(=O)N2CCn3cccc3C2C)c1 (configuration not stated),-1,x,1,-0.1,0,-2,-3,-2
Cc1ccc(S(=O)(=O)N(C)C[C@H]2Oc3c(NC(=O)CCCCCC(=O)Nc4ccccc4N)cccc3C(=O)N([C@H](C)CO)C[C@H]2C)cc1,x,5,1,-0.6,5,x,-11,5
COC(=O)C1(Cc2cc(-c3ccc(Cl)cc3)no2)CCN(C(=O)OC(C)(C)C)CC1,10,2,4,0.0,x,-1,-5,5
CC(=NN1CC(=O)NC1=O)c1ccc([N+](=O)[O-])o1,-5,-8,1,0.3,1,-1,-1,-3
COc1ccc2c(c1)sc(=NC(=O)CS(=O)(=O)c1ccc(F)cc1)n2C,x,x,0,0.1,0,3,8,1
Cc1ccc(CNC(=O)Nc2nnc([C@@H]3C[C@H](O)[C@@H](CO)O3)s2)cc1,5,x,6,0.0,8,0,-5,2
CCCn1cc(SCC(=O)NCC2CCCO2)c2ccccc21 (configuration not stated),-2,x,28,0.0,8,1,-30,-2
CC(=O)Nc1sc(C)c(C)c1C(=O)OC(C)C,1,5,x,0.1,x,1,-7,x
CCN(CC)c1c([N+](=O)[O-])c(=O)oc2ccccc12,x,x,0,0.2,-2,x,x,-9
O=C1c2c(Br)c(Br)c(Br)c(Br)c2C(=O)N1c1ccccn1,27,x,1,0.0,-4,-1,1,-10
COc1ccc(CNC(=O)Cc2c(C(=O)O)[nH]c3ccccc23)c(OC)c1,-1,x,5,0.1,-1,3,-1,-5
CC(C)c1cccc(O)c(=O)c1,5,3,0,x,2,0,-12,1
Cn1cc(-c2csc(C(O)c3ccc(F)cc3)n2)cn1 (configuration not stated),-21,-31,2,-0.1,-2,5,-8,-10

# An excerpt of these results, with bars between the fields.
Compound | C2C12 statin | PGC1a acetyl inh | ERAP1 inh | Xi reactivation | SIRT5 inh | Cneo AK release | LGR2 antag | S100A4 MyoIIA
COc1ccc(CNC(=O)Cc2c(C(=O)O)[nH]c3ccccc23)c(OC)c1 | -1 | x | 5 | 0.1 | -1 | 3 | -1 | -5
Cc1ccc(CNC(=O)Nc2nnc([C@@H]3C[C@H](O)[C@@H](CO)O3)s2)cc1 | 5 | x | 6 | 0.0 | 8 | 0 | -5 | 2
CCN(CC)c1c([N+](=O)[O-])c(=O)oc2ccccc12 | x | x | 0 | 0.2 | -2 | x | x | -9

# Next part
SMILES,C2C12 statin,PGC1a acetyl inh,ERAP1 inh,Xi reactivation,SIRT5 inh,Cneo AK release,LGR2 antag,S100A4 MyoIIA
C/C(=C\c1ccccc1)C(=O)N1CCC=CC1=O,x,-4,-3,x,10,5,x,-2
COC(=O)c1cc(CSc2ncnc3sccc23)oc1C,-3,8,0,0.0,1,0,-8,-5
CC(O)(c1cccnc1)c1nc(-c2ccc(S(C)(=O)=O)cc2)cs1 (configuration not stated),11,21,-2,0.0,x,0,0,-3
CCOc1ncccc1C(=O)OCC(=O)Nc1cccc(S(=O)(=O)N2CCCCCC2)c1,5,x,0,-0.1,-4,-2,-3,-10
Cc1cc(NC(=O)CN2C(=O)NC(C)(c3ccccc3)C2=O)no1 (configuration not stated),41,-20,x,x,x,-1,10,x
Nc1c(Cl)ncnc1NCC(O)CO (configuration not stated),x,7,x,0.3,-2,x,5,-7
Cc1cccc(OC(C)C(=O)Nc2nc(-c3cccnc3)cs2)c1 (configuration not stated),-3,-14,1,0.0,-3,-19,-7,-5
COc1cccc(CNC(=O)CN(C)S(=O)(=O)c2cccc3cccnc23)c1,9,0,1,0.0,-2,0,5,0
CCOc1ccc(N/C(N)=N/c2nc(CSc3nnnn3-c3ccccc3)cc(=O)[nH]2)cc1,x,-6,-1,-0.1,-6,5,2,1
CC(NC(=O)c1cccc(F)c1)C1CC2CCC1C2 (configuration not stated),-5,-7,x,0.2,-7,-2,-6,1
COc1cc(C(C(=O)Nc2c(C)cccc2C)N(C)C(=O)c2ccc(-n3cnnn3)cc2)ccc1O (configuration not stated),2,2,x,0.1,-4,0,-1,-10
O=C(Nc1cccc(F)c1)N1CCc2nc(NCc3cccc(Oc4ccccc4)c3)ncc2C1,-19,x,1,0.1,x,2,0,-4

# 4 of these compounds in a different format:
# Values run as follows: C2C12 statin	PGC1a acetyl inh	ERAP1 inh	Xi reactivation	SIRT5 inh	Cneo AK release	LGR2 antag	S100A4 MyoIIA
C/C(=C\c1ccccc1)C(=O)N1CCC=CC1=O
    x	-4	-3	x	10	5	x	-2
COC(=O)c1cc(CSc2ncnc3sccc23)oc1C
    -3	8	0	0.0	1	0	-8	-5
CC(O)(c1cccnc1)c1nc(-c2ccc(S(C)(=O)=O)cc2)cs1 (configuration not stated)
    11	21	-2	0.0	x	0	0	-3
CCOc1ncccc1C(=O)OCC(=O)Nc1cccc(S(=O)(=O)N2CCCCCC2)c1
    5	x	0	-0.1	-4	-2	-3	-10

# Next section
SMILES,C2C12 statin,PGC1a acetyl inh,ERAP1 inh,Xi reactivation,SIRT5 inh,Cneo AK release,LGR2 antag,S100A4 MyoIIA
CCOC(=O)C1CCCN(C(=O)Cc2c(F)cccc2Cl)C1 (configuration not stated),-2,1,0,x,-4,1,5,0
CN(C)C(=O)c1ccccc1NC(=O)Cc1cccc2ccccc12,-2,x,-1,0.0,2,1,13,-3
CCN1CCN(S(=O)(=O)c2cc(OC)ccc2OC)CC1,0,-10,x,x,x,-1,7,x
O=C(CCS(=O)(=O)c1ccc(Br)cc1)NCc1ccc(F)cc1,12,-2,-2,0.1,-2,0,-1,1
C(=NN1CCCCCC1)c1ccc2ccccc2n1,-39,4,-2,0.0,-2,4,98*,-11
CCC(=O)N1C[C@@H](C)[C@H](OC)CN(C)C(=O)c2ccc(NC(=O)Nc3cccc(F)c3)cc2OC[C@H]1C,-6,-6,1,0.3,5,-4,9,-17
CCOC(=O)CCC(=O)Nc1ccc(S(=O)(=O)Nc2cc(OC)nc(OC)n2)cc1,2,6,3,0.0,-1,-7,-9,-9
